Screens from PubChem.
EWS-Fli inh: EWS/Fli-driven NR0B1 reporter inhibitors, primary screen, A673 cells, NR0B1 luciferase, luminescence, MLPCN library; viability-normalised; inhibition, % at 12.6 µM; hit rate 0.67% among 350,000; AID 651661, 2012;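 active means mean inhibition of at least 50% after viability correction, with every replicate also passing that limit; inconclusive means mean reaches 50% but only one of two replicates passes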;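 further: firefly luciferase signal divided by Alamar Blue viability fluorescence both relative to DMSO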
INS-1E GSIS act: GLuc luminescence reporter in INS-1E cells, primary screen for activators of glucose-dependent secretion of insulin | INS-1E GLuc reporter insulin secretion, 2-3 h | activation, % at 16.6 µM | hit rate 0.61% among 370,000 | AID 743287, 2014;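 active means lowest replicate activation of at least 40%, so every replicate reaches that level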;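 further: 0% = median of neutral control wells and 100% = median of IBMX positive control wells; some compounds called inactive have numbers as strong as hits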
F508del corr: F508del CFTR correction, initial screen, CFBE line, single point; CFBE cells, YFP halide quenching; stimulated with forskolin plus potentiator P3; % fluorescence drop versus neutral controls; AID 720511, 2013; hit rate 0.36% among 350,000; activity (quench increase), % at 7.58 µM;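 active means mean added fluorescence quench of at least 8% versus neutral control, with both replicates also reaching 8%; inconclusive means only one of the mean or replicate conditions met; inactive means mean below 8% and not both replicates reaching 8%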;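 further: cells transiently co-express mutant CFTR-F508del with the halide-sensitive YFP; corrector assay measuring rescue of mutant channel to the surface after 24 h compound exposure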
ARNT-TACC3 inh: disruptors of ARNT/TACC3 protein interaction, primary screen, biochemical, AlphaScreen, single concentration; Transforming acidic coiled-coil-containing protein 3 (Homo sapiens), Q9Y6A5; AlphaScreen His-ARNT PAS-B/GST-TACC3 binding, luminescence; TACC3 fragment carries E629A point mutation; inhibition, % at 9.99 µM; hit rate 0.66% among 390,000; AID 623870, 2012;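 active means mean inhibition of replicates at least 50% and at least half of replicates each reaching 50%; inconclusive means half or more replicates reach 50% but mean below 50%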;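 further: 0% = complete ARNT plus TACC3 wells and 100% = ARNT alone without TACC3; many hits fall short of the cut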
ERp5 inh: inhibitors of ERp5-driven insulin aggregation, primary screen, biochemical, turbidity, absorbance 650 nm, single point; hit rate 0.05% among 350,000; Protein disulfide-isomerase A6 (Homo sapiens), Q15084; AID 651711, 2012; inhibition, % at 9.99 µM; 90 min;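 active means mean replicate inhibition above about 25%, with every replicate also reaching it, limit read from the data, passing the limit was not always enough; inconclusive means only one of those two criteria met; inactive means neither criterion met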
Target sequence (Q15084 whole entry, looked up): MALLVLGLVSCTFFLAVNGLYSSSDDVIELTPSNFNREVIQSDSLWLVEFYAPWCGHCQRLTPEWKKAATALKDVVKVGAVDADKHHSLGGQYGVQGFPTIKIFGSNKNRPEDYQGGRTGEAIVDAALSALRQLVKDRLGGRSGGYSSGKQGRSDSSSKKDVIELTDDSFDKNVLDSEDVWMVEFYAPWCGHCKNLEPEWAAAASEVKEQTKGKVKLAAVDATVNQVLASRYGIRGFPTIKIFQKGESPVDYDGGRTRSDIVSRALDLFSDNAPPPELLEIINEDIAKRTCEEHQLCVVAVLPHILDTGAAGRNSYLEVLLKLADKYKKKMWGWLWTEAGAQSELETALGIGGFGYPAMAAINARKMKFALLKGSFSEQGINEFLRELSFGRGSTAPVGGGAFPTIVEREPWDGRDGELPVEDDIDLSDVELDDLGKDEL
Xi reactivation: activators of inactive X chromosome reactivation, primary screen, imaging, XiGFP fibroblasts, GFP high-content imaging, set 2. XiGFP mouse fibroblasts, % GFP-positive cells imaging, 3 d; cells co-treated with 5-aza-dC sensitizer; scaled so ellipticine positive control = 100%. activation, % at 7.58 µM. hit rate 0.055% among 360,000;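 active means mean normalized replicate activation at least 10% and every replicate at or above 10%; inconclusive means only one of the two criteria met; inactive means mean below 10% and not all replicates reach 10%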;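 further: 0% = median of on-plate neutral control wells and 100% = ellipticine 6 µM median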
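System: XiGFP fibroblasts, SV40-immortalized. Medium: DMEM plus 5-aza-dC sensitizer. Doses: single point. Timing: 3 d treatment, 15 min room-temperature fixation. Control set: ellipticine 6 µM.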
PAX8 reporter: inhibitors of PAX8-driven TPO luciferase reporter, primary screen, RMG-I cells, single concentration; SteadyGlo, 24 h; inhibition, % at 12.6 µM; hit rate 1.2% among 360,000;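 active means mean replicate inhibition at least 60% with every replicate also reaching 60%; inconclusive means only one of the two criteria is met; inactive means mean below 60% and not all replicates reaching 60%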;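 further: luciferase light reporting Pax8 driven TPO promoter activity; plate controls were median of neutral control wells for no effect and mitoxantrone controls for full effect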
DENV2 CPE rescue: inhibitors of DENV2 cytopathic effect, primary screen, cell-based, plate reader, single concentration | DENV2-infected cells, cytopathic effect rescue | CPE inhibition, % at 9.99 µM | hit rate 1.7% among 350,000 | AID 651640, 2012; in the data active means CPE inhibition above about 20%, passing the limit was not always enough; inconclusive means no clear call, values can overlap the other calls; tested in BHK-21 cells;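 further: 0% = median of neutral control wells and 100% = median of positive control wells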
The depositor's hits bear a star; u = inconclusive; x = not tested or not shown; & = joins results of further samples.

#	mol	EWS-Fli inh	INS-1E GSIS act	F508del corr	ARNT-TACC3 inh
1	CN1CCC(NCCC(c2ccc(F)cc2)c2ccc(Cl)cc2)CC1 (stereo not drawn)	55*	-21	0.3	6
2	CCCc1nnc(NS(=O)(=O)c2ccccc2)s1	-1	11	2.0	-23
3	Cc1ccc(S(=O)(=O)N[C@H]2C=C[C@H](CC(=O)NCCc3ccncc3)O[C@H]2CO)cc1	-1	9	1.4	x
4	C[C@@H]1CCCCO[C@H](CN(C)CC2CC2)[C@H](C)CN([C@@H](C)CO)C(=O)c2cc(NC(=O)Nc3ccc(C(F)(F)F)cc3)ccc2O1	76*	-25	-2.6	5
5	CCOc1ccccc1C(=O)N[C@H](C(=O)Nc1ccc(OC)c(S(=O)(=O)N2CCOCC2)c1)C(C)C	4	-24	2.3	3
6	COC(=O)c1cc(CNC(=O)c2ccc(N3CCCC3)c([N+](=O)[O-])c2)ccc1OC	x	8	-0.7	8
7	O=C(Nc1ccc(OCCO)cc1)c1csc([C@@H]2C[C@H](O)[C@@H](CO)O2)n1	6	3	2.0	x
8	CCCCC1CCC(C(=O)OCC(=O)Nc2ccc(S(N)(=O)=O)cc2)CC1 (stereo not drawn)	x	-5	x	-3
9	COc1ccc(NC(=S)N(Cc2ccc(C)cc2)Cc2ccccn2)cc1	-4	3	0.5	-5
10	CN(CC(=O)Nc1ccccc1C(F)(F)F)C(=O)CC1OC(=O)c2ccccc21 (stereo not drawn)	x	32	-1.2	3
11	Cc1ccc(C(=O)OCC(=O)NCc2ccccc2)s1	-8	1	-1.5	x
12	C[C@H](CO)N1C[C@H](C)[C@H](CN(C)C(=O)Nc2ccc(F)cc2)Oc2ncc(-c3cccnc3)cc2C1=O	-4	16	1.6	5

#	ERp5 inh	Xi reactivation	PAX8 reporter	DENV2 CPE rescue
1	5	0.0	u	-2
2	6	0.1	-3	-1
3	-2	-0.5	8	5
4	x	0.2	28	x
5	-10	0.1	7	9
6	1	0.2	2	13
7	-2	-0.1	-19	1
8	x	0.1	8	x
9	7	-0.1	17	-3
10	0	0.3	-9	15
11	0	-0.1	6	6
12	-3	1.0	-6	3

Next section
#	mol	EWS-Fli inh	INS-1E GSIS act	F508del corr	ARNT-TACC3 inh
13	C[C@H]1CN([C@@H](C)CO)S(=O)(=O)c2ccc(-c3ccc(C#N)cc3)cc2O[C@H]1CN(C)Cc1ccccn1	2	11	1.7	-4
14	CCOC(=O)CSc1nc2c(c(=O)[nH]1)C(C)(CC)Cc1ccccc1-2 (stereo not drawn)	45	-36	1.9	-13
15	CC1(C)CC(=O)C=C(c2ccc(COC(=O)C(c3ccccc3)c3ccccc3)cc2)C1=O	-3	-9	2.5	x
16	COc1ccc(S(=O)(=O)N2CC(=O)Nc3ccccc32)cc1Cl	-4	8	-4.3	6
17	C[C@H]1CN([C@@H](C)CO)C(=O)c2cc(NC(=O)Cn3cnnn3)ccc2O[C@H]1CN(C)C(=O)NC1CCCCC1	3	-4	-0.7	-1
18	C[C@H](CO)N1C[C@H](C)[C@H](CN(C)C(=O)C2CC2)Oc2cc(C#C[C@@H](C)O)ccc2S1(=O)=O	-17	9	1.1	-5
19	O=C(COC(=O)C1CC1)NC(=O)c1ccccc1	-5	3	-4.8	0
20	CO[C@@H]1CN(C)C(=O)c2ccc(NC(=O)Nc3ccc(Cl)cc3)cc2OC[C@H](C)N(C)C[C@@H]1C	9	-6	x	1
21	C[C@H]1CN([C@@H](C)CO)C(=O)Cc2cc(NC(=O)C3CC3)ccc2O[C@H]1CN(C)S(C)(=O)=O	2	14	-2.0	-18
22	C[C@@H]1CN([C@@H](C)CO)S(=O)(=O)c2ccc(C#CC3CC3)cc2O[C@@H]1CN(C)C	6	8	-4.6	1
23	O=C(CN1CCN(C(=O)c2ccco2)CC1)Nc1cccc(S(=O)(=O)N2CCCC2)c1	3	10	5.9	-1
24	COc1cccc(S(=O)(=O)Nc2ccc3c(c2)C(=O)N(C)[C@@H]2CC[C@H](CC(=O)NCC4CCCCC4)O[C@@H]2CO3)c1	25	0	-4.2	12

#	ERp5 inh	Xi reactivation	PAX8 reporter	DENV2 CPE rescue
13	4	-0.7	7	-5
14	-1	0.0	20	-7
15	4	0.7	12	54*
16	3	0.1	1	-3
17	10	-0.9	x	6
18	-4	-0.8	x	-14
19	-2	0.2	-11	-7
20	0	0.5	10	-1
21	-3	0.3	-10	1
22	3	0.2	x	u
23	1	0.2	33	-5
24	5	0.1	13	-2

Remaining list, next part:
#	mol	EWS-Fli inh	INS-1E GSIS act	F508del corr	ARNT-TACC3 inh
25	CCC(=O)Nc1ccc2c(c1)OC[C@@H](C)N(C(=O)c1ccncc1)C[C@@H](C)[C@@H](OC)CN(C)C2=O	-2	9	x	27
26	CO[C@H]1CN(C)C(=O)c2ccc(NC(=O)Nc3cc(F)ccc3F)cc2OC[C@H](C)N(C)C[C@@H]1C	-2	1	-1.6	x
27	CO[C@H]1/C=C/O[C@@]2(C)Oc3c(C)c(O)c4c(O)c(c(C=NN5CCN(C)CC5)c(O)c4c3C2=O)NC(=O)/C(C)=C\C=C\[C@H](C)[C@H](O)[C@@H](C)[C@@H](O)[C@@H](C)[C@H](OC(C)=O)[C@@H]1C	-8	x	1.1	6
28	C[C@@H]1CN([C@H](C)CO)C(=O)Cc2cc(N(C)C)ccc2O[C@@H]1CN(C)Cc1ccc(Oc2ccccc2)cc1	-1	24	0.8	29
29	Cc1cc(C)c(C#N)c(N2CCN(C(=O)C3COc4ccccc4O3)CC2)n1 (stereo not drawn)	-1	x	1.6	-2
30	COCCN1C[C@@H](CO)O[C@@H](n2cnc3c(NCc4ccco4)ncnc32)C1	-1	-9	-2.7	x
31	O=C(Nc1nccs1)c1ccccc1[N+](=O)[O-]	-4	x	x	-9
32	O=C(C[C@H]1C[C@H]2c3cc(NS(=O)(=O)c4ccccc4)ccc3O[C@H]2[C@@H](CO)O1)NC1CCCCC1	23	-6	-1.3	-7
33	O=C(Nc1cccs1)Nc1c(F)cc(F)cc1Br	x	-9	x	29
34	COc1ccc(N2CCN(CC(O)COc3ccc(C)c(C)c3)CC2)cc1 (stereo not drawn)	2	-23	-2.1	6
35	CC(C)c1cccc(-c2csc(C(O)c3ccccc3)n2)c1 (stereo not drawn)	-35	-15	1.3	x
36	CN1C(=O)c2cc(NC(=O)c3ccccc3)ccc2OC[C@@H]2O[C@@H](CC(=O)O)CC[C@H]21	-6	0	-0.4	-4

#	ERp5 inh	Xi reactivation	PAX8 reporter	DENV2 CPE rescue
25	0	-0.3	-14	-10
26	4	0.4	-5	-5
27	0	-0.1	30	18
28	4	-1.5	26	8
29	-1	0.2	21	0
30	-4	-0.1	-9	0
31	3	0.0	63*	-11
32	-1	-0.1	15	-7
33	x	0.1	6	x
34	0	-0.1	23	0
35	0	0.2	-55	-5
36	2	0.2	-3	u

2 entries picked at random from the list so far:
#	mol	EWS-Fli inh	INS-1E GSIS act	F508del corr	ARNT-TACC3 inh
33	O=C(Nc1cccs1)Nc1c(F)cc(F)cc1Br	x	-9	x	29
35	CC(C)c1cccc(-c2csc(C(O)c3ccccc3)n2)c1 (stereo not drawn)	-35	-15	1.3	x

#	ERp5 inh	Xi reactivation	PAX8 reporter	DENV2 CPE rescue
33	x	0.1	6	x
35	0	0.2	-55	-5

(more compounds)
#	mol	EWS-Fli inh	INS-1E GSIS act	F508del corr	ARNT-TACC3 inh
37	CCc1nnc(NS(=O)(=O)c2ccc(NC(=O)c3cc4ccccc4oc3=O)cc2)s1	-12	21	1.7	x
38	COCC#Cc1cnc2c(c1)C(=O)N([C@H](C)CO)C[C@H](C)[C@H](CN(C)S(=O)(=O)c1cccc(OC)c1)O2	-17	0	1.5	-6
39	Cc1cc(-c2onc(C)c2C(=O)Oc2ccc(Cl)cc2)no1	11	23	-3.6	-7
40	Cc1noc(C)c1S(=O)(=O)N(C)C[C@H]1OCc2cnnn2CCCC(=O)N([C@H](C)CO)C[C@@H]1C	8&4	2&8	2.3&-0.4	2
41	CCOC(=O)c1ccc(NC(=S)N2CCC(C(N)=O)(N3CCCCC3)CC2)cc1	0	-10	-0.9	-1
42	COC(=O)C1=C(C(=O)OC)[C@@H]2N(C)c3ccc(OC)cc3[C@@]23C[C@@H](C(=O)OC)N(S(=O)(=O)c2ccc(OC)cc2)C3=N1	-8	24	0.3	x
43	CCc1ccc(N2CC(C(=O)N3CCN(c4ccccn4)CC3)CC2=O)cc1 (stereo not drawn)	6	8	1.5	x
44	COc1ccc(NC(=S)NC2CCCCCC2)c(OC)c1	-7	-15	x	3
45	Cc1nn(CC(=O)N2CCCC2)c(=O)c2nn(-c3ccccc3)c(C)c12	3	-3	2.8	-2
46	Fc1ccccc1OCCCCCN1CCCC1	x	-38	x	-2
47	COc1ccc(-c2ncc(CN3CCN(CCC(C)C)C(CCO)C3)cn2)cc1 (stereo not drawn)	-38	-3	-0.8	-2
48	CCOC(=O)/C(=N\Nc1ccccc1)c1csc(Nc2ccc(C)cc2)n1	8	-7	0.5	0
49	Cc1noc(C)c1NC(=O)N(C)C[C@@H]1Oc2ccc(NS(=O)(=O)c3ccc(F)cc3)cc2CC(=O)N([C@@H](C)CO)C[C@H]1C	-9	33	0.2	4
50	COc1ccc(Cc2c(-c3cccc(Br)c3)nc3ccc(Cl)cn23)c(C)c1	-49	1	1.8	x

#	ERp5 inh	Xi reactivation	PAX8 reporter	DENV2 CPE rescue
37	4	0.1	11	1
38	4	-0.2	10	-4
39	1	0.2	-13	73*
40	4&2	-0.1&0.4	-9&-5	-1&-10
41	1	0.5	5	4
42	-2	0.0	-24	-11
43	-1	0.1	-7	1
44	1	0.1	-16	2
45	-4	0.3	-1	u
46	x	0.1	-11	x
47	-2	0.0	-76	0
48	2	x	x	5
49	-3	0.2	x	u
50	2	0.3	-95	-13

Sorted by molar mass (largest number first): part of the list above.
#	mol	EWS-Fli inh	INS-1E GSIS act	F508del corr	ARNT-TACC3 inh
40	Cc1noc(C)c1S(=O)(=O)N(C)C[C@H]1OCc2cnnn2CCCC(=O)N([C@H](C)CO)C[C@@H]1C	8&4	2&8	2.3&-0.4	2
41	CCOC(=O)c1ccc(NC(=S)N2CCC(C(N)=O)(N3CCCCC3)CC2)cc1	0	-10	-0.9	-1
48	CCOC(=O)/C(=N\Nc1ccccc1)c1csc(Nc2ccc(C)cc2)n1	8	-7	0.5	0
46	Fc1ccccc1OCCCCCN1CCCC1	x	-38	x	-2

#	ERp5 inh	Xi reactivation	PAX8 reporter	DENV2 CPE rescue
40	4&2	-0.1&0.4	-9&-5	-1&-10
41	1	0.5	5	4
48	2	x	x	5
46	x	0.1	-11	x
